D1 ag: Allosteric Agonists of the Human D1 Dopamine Receptor: qHTS; HEK293 T-REx D1 cells, calcium flux, agonist mode; hit rate 1% among 360,000; activation, % at 2 µM; AID 504660, 2011; D(1A) dopamine receptor (Homo sapiens), P21728; further: 0% is about no effect
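Agonism was scored from calcium flux recorded over 180 s (1 read/s) after pintool compound addition, following a 10-cycle baseline. Cells were inducible force-coupled HEK293 TREx D1, plated overnight at 30 C and loaded with no-wash calcium dye.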
D1 potentiator: Potentiators of Human D1 Dopamine Receptor: qHTS; D(1A) dopamine receptor (Homo sapiens), P21728; HEK293 TREx D1 cells, calcium flux, dopamine EC20 potentiation; potentiation, % at 10 µM; hit rate 0.036% among 360,000; AID 504651, 2011; in the data active means potentiation above about 30%; further: 0% is about no effect
D2 potentiator: HTS Assay for Positive Allosteric Modulators of the Human D2 Dopamine Receptor: Primary Screen for Potentiators. HEK293 T-REx D2, calcium flux, EC20 dopamine potentiation. potentiation, % at 10 µM. hit rate 0.34% among 340,000;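 active means potentiation over 3 SD above the plate norm, cut at about 30% in these data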; further: 0% is about no effect
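Potentiation of an EC20 dopamine calcium response measured kinetically over 180 s, after a preceding 180 s compound-only read flagging agonists. Cells: inducible Hek293 Trex D2 line, 4000/well, cultured overnight at 30 C before dye loading.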
D2 agonist: HTS Assay for Allosteric Agonists of the Human D2 Dopamine Receptor: Primary Screen for Agonists. activation, % at 2 µM. HEK293 T-REx D2 cells, calcium flux agonist mode. hit rate 0.53% among 340,000. D(2) dopamine receptor (Homo sapiens), P14416;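 active means activation over 3 SD above normal in the single-dose calcium agonist read, cut at about 30% in these data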; further: 0% is about no effect
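Agonism scored from kinetic calcium signal (1 read/sec, 180 s) following compound pin transfer, after a 10 s baseline. Cells: HEK293 Trex line expressing inducible D2 receptor coupled to calcium, dye-loaded after overnight culture at 30 C.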
D2 antag: HTS Assay for Allosteric Antagonists of the Human D2 Dopamine Receptor: Primary Screen for Antagonists. inhibition, % at 10 µM. hit rate 2% among 340,000. AID 485344, 2010. D(2) dopamine receptor (Homo sapiens), P14416. HEK293 TREx D2 cells, calcium flux, dopamine EC80; in the data active means inhibition above about 30%; further: 0% is about no effect
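Calcium mobilization kinetics were recorded at 1 s intervals in tetracycline-induced HEK293 T-REx D2 cells, first for 180 s after compound addition and then 180 s after EC80 dopamine.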
D1 antagonist: Antagonist of Human D 1 Dopamine Receptor: qHTS | D(1A) dopamine receptor (Homo sapiens), P21728 | HEK293 TREx D1 cells, calcium flux, dopamine EC80; hits give low values | activity change, negative = inhibition, % at 10 µM | hit rate 3.2% among 360,000; in the data active means activity change below about -30%; further: on the % scale 0 is the no-effect control and ±100 the full control effect
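Calcium flux readout: force-coupled, inducible Hek293 Trex D1 line, cells induced overnight at 30 C with tetracycline, dye-loaded 30–90 min at RT. Antagonism scored against EC80 dopamine challenge given 180 s after compound.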
RXFP1 antag: qHTS Assay for Antagonists of the Relaxin Receptor RXFP1 | Relaxin receptor 1 (Homo sapiens), Q9HBX9 | HEK293-RXFP1, relaxin-stimulated cAMP HTRF, 30 min; hits give low values | activity change, negative = inhibition, % at 57.5 µM | hit rate 0.59% among 350,000 | AID 1259400, 2018;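 active means activity change of -60% or lower, but not beyond a set lower limit; inconclusive means change between -60% and -40%, or beyond the set limit; inactive means change above -40%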; further: on the % scale 0 is the no-effect control and ±100 the full control effect
Target sequence (Q9HBX9 whole entry, looked up): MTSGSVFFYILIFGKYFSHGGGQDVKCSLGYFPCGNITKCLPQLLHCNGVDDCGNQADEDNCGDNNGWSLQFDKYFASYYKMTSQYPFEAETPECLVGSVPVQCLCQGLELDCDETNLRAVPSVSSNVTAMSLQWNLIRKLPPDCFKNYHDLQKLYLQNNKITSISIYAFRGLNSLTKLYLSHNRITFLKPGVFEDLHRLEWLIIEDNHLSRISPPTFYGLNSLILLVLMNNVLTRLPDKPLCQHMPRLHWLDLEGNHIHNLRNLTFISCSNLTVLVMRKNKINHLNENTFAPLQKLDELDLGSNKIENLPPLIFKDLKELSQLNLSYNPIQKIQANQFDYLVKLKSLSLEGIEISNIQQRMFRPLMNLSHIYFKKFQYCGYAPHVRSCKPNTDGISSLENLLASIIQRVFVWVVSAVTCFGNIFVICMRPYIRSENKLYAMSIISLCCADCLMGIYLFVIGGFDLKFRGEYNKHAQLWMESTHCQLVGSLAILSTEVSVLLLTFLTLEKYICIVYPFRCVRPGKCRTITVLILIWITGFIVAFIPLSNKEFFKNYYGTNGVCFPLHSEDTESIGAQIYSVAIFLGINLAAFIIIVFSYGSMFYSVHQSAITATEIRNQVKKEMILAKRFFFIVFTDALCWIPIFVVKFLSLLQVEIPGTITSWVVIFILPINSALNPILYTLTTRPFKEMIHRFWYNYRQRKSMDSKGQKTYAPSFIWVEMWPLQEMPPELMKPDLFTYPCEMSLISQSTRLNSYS
TRHR agonist: qHTS for Small Molecule Agonists and Allosteric Enhancers of Human TRH Receptor: Primary Screen for Agonists; activation, % at 2 µM; Thyrotropin-releasing hormone receptor (Homo sapiens), P34981; TRHR cells, calcium flux fluo-8, FDSS agonist mode; hit rate 0.18% among 360,000; further: 0% is about no effect
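TRHR-expressing cells, plated overnight in medium with 10% serum, were loaded with fluo-8 calcium dye at room temperature. After a 10 s baseline, library compound was pin-added and calcium release was recorded kinetically (ex 480/em 530) as agonist response.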
TRHR PAM: qHTS for Small Molecule Agonists and Allosteric Enhancers of Human TRH Receptor: Primary Screen for Enhancers. Thyrotropin-releasing hormone receptor (Homo sapiens), P34981. enhancement, % at 2 µM. hit rate 0.66% among 360,000. TRHR cells, fluo-8 calcium fluorescence, EC20 TRH enhancement. AID 493056, 2011; in the data active means enhancement above about 30%; further: 0% is about no effect
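Enhancer read-out: after compound pinning and an initial kinetic agonist-mode read, an EC20 of TRH (10 nM final) was injected and fluo-8 calcium signal (Ex 480/Em 530) followed at 1 s/cycle for 100 cycles in TRHR-expressing cells.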
The depositor's hits bear a star; u = inconclusive; x = not tested or not shown. Unless noted, no stated cut-off is given here; in the data, active means activation above about 30%; inactive means the rest.

SMILES	D1 ag	D1 potentiator	D2 potentiator	D2 agonist	D2 antag	D1 antagonist	RXFP1 antag	TRHR agonist	TRHR PAM
S=C(NCCc1ccccc1)NN=C1CCCCCC1	4	-12	4	-2.6	-4	-19	-15	-1.5	-2
N#Cc1cc2c(N)c(C(=O)Nc3ccccc3)sc2nc1N	1	0	11	-0.1	-2	1	x	0.0	-1
CCCNC(=S)Nc1ccc2nc(-c3ccccn3)c(-c3ccccn3)nc2c1	2	-11	5	1.7	-2	-37*	-1	0.4	3
CCc1ccc(-c2cc(C)no2)cc1S(=O)(=O)NCCc1ccc(OC)c(OC)c1	6	0	22	-0.4	-4	-36*	-1	0.1	12
NS(=O)(=O)c1ccc(NCc2ccccc2OCc2ccccc2F)cc1	5	-7	27	-0.3	-5	-11	14	-0.8	-7
CN(C)S(=O)(=O)c1ccc(NC(=O)CN2CCN(c3ccccn3)CC2)cc1	1	3	-18	65*	30*	4	-16	1.0	17
Cn1ccsc1=NC(=O)c1ccc(S(=O)(=O)C(F)F)cc1	1	-10	2	0.2	5	-4	-9	0.2	3
Cc1noc(C)c1COC(=O)Cc1ccc(Br)cc1	4	-5	4	0.7	0	-9	-19	-0.6	-5
C=CCn1c(SC(C)C(=O)Nc2ccc(Cl)cn2)nnc1C1CC1 (centres undefined)	4	-1	0	x	x	4	20	-0.5	4
COc1ccc(NC(=O)CCc2nc3ccccc3[nH]2)cc1	-1	4	6	-0.4	2	-22	-3	-0.4	-1
N/C(=N\N=C\c1cccc(O)c1)c1nonc1N	13	-4	11	-0.5	-13	-17	-9	0.1	-5
Cc1ccc(NC(=O)N2C(=O)C3(OCCO3)c3ccccc32)cc1	3	1	-2	1.4	-14	2	-5	1.1	8

Molecules shown so far with a carbonyl joined to an NH by a bond outside any ring, in the order listed:
SMILES	D1 ag	D1 potentiator	D2 potentiator	D2 agonist	D2 antag	D1 antagonist	RXFP1 antag	TRHR agonist	TRHR PAM
N#Cc1cc2c(N)c(C(=O)Nc3ccccc3)sc2nc1N	1	0	11	-0.1	-2	1	x	0.0	-1
CN(C)S(=O)(=O)c1ccc(NC(=O)CN2CCN(c3ccccn3)CC2)cc1	1	3	-18	65*	30*	4	-16	1.0	17
C=CCn1c(SC(C)C(=O)Nc2ccc(Cl)cn2)nnc1C1CC1 (centres undefined)	4	-1	0	x	x	4	20	-0.5	4
COc1ccc(NC(=O)CCc2nc3ccccc3[nH]2)cc1	-1	4	6	-0.4	2	-22	-3	-0.4	-1
Cc1ccc(NC(=O)N2C(=O)C3(OCCO3)c3ccccc32)cc1	3	1	-2	1.4	-14	2	-5	1.1	8

The list goes on.
SMILES	D1 ag	D1 potentiator	D2 potentiator	D2 agonist	D2 antag	D1 antagonist	RXFP1 antag	TRHR agonist	TRHR PAM
CCn1c(CSc2nc3ccccc3s2)nc2ccccc21	2	-8	-4	x	x	-17	-5	-0.6	-8
CC(C)n1nc(C(=O)Nc2cccc(S(=O)(=O)N3CCOCC3)c2)c2ccccc2c1=O	1	-1	8	0.1	-3	2	5	-0.8	15
CC(=O)Nc1nc(N(C)C)nc(N(C)C)n1	3	-3	-12	0.2	-2	4	-6	-0.5	-6
Cc1ccccc1C(=O)N/N=C/c1ccncc1	1	-4	-4	-0.5	-3	2	-17	-0.2	2
CCCCNC(=O)N1CCN(c2ccnc3cc(Cl)ccc23)CC1	11	-8	0	0.4	-1	1	-14	-0.3	3
CCc1ccc(NC(=O)C(=O)N/N=C(\C)CC(=O)NCCOC)cc1	0	-5	3	0.7	7	3	-4	0.5	-8
CCN(Cc1ccccc1)S(=O)(=O)c1nc2nc(C)c(C)c(C)n2n1	0	2	2	0.0	16	1	-6	-0.4	-6
O=C(COc1ccc(F)cc1)Nc1nnc(SCc2cc(=O)n3ccccc3n2)s1	0	2	8	x	x	-4	-3	0.0	-8
COCCCNC(=O)c1ccccc1NS(=O)(=O)c1ccc(C)cc1	-1	-3	10	0.2	9	15	-11	-0.2	1
CCCCc1ccc(NC(=S)N2CCCC(CO)C2)cc1 (centres undefined)	2	0	6	1.3	-6	13	-4	0.3	0
COC(=O)c1ccc(Cn2cnc3nc4c(cc3c2=O)CCCC4)cc1	6	0	16	-0.1	x	32	-3	0.2	-1
Cn1cc(Br)c(C(=O)Nc2ncc(Br)s2)n1	2	0	-5	1.6	9	-2	5	1.8	-1
Cc1cc(-c2ccc(S(=O)(=O)Nc3ccc(Cl)cc3)cc2)on1	13	-3	-3	-0.6	x	-20	u	1.3	4
Cn1c(CNC(=O)c2ccco2)nnc1SCC(=O)Nc1ccc(Br)cc1F	1	-3	-5	-0.6	1	21	-5	-0.1	-5
O=C(CCN1CCN(c2ccc(Cl)cc2)CC1)Nc1nccs1	11	17	-20	14	25	3	-1	0.5	0
O=c1c2ccccc2nnn1CSc1ccc2c(c1)OCCO2	17	0	43*	1.8	-4	-14	-10	-1.0	14
Cc1cccc(NCc2ccccc2O)c1C	1	-4	-5	-0.1	-14	-4	-4	-0.2	17
c1ccc(C2=Nn3c(nnc3-c3n[nH]c4c3CCC4)SC2)cc1	2	-7	-10	-0.1	-6	-4	-6	-0.4	1
O=C(NCc1ccc(N2CCCC2=O)cc1)Nc1cccc2ccccc12	5	-1	7	-0.5	-8	-9	-4	0.4	-2
CCOc1cc(S(=O)(=O)NCc2ccc(OC)cc2)c(OCC)cc1-n1cnnn1	-1	0	4	-1.2	6	-3	8	0.1	-8
O=C(NCc1ccccc1F)C1CC(=O)N(c2ccc3c(c2)OCCO3)C1 (centres undefined)	1	4	-5	0.0	11	-2	1	0.2	-4
Cc1c(/C=N/n2cnnc2)c2ccccc2n1CCOc1ccccc1	1	-8	0	0.6	-19	-22	-17	1.4	-7
O=C(N/C(=C\c1ccc(Cl)cc1)C(=O)N1CCOCC1)c1ccco1	-4	-2	-6	0.3	17	-16	-20	0.8	-4
CN1C(=O)/C(=C\C=C2/CCCN2C)N(C)C1=S	2	-5	6	0.2	-8	3	8	1.2	-4
COc1ccccc1CC(=O)Nc1ccc2nc(Nc3cccc(Cl)c3)cc(C)c2c1	4	-2	2	-1.3	x	5	x	-0.6	4
O=C(c1cc(C(=O)c2ccco2)cc(C(=O)c2ccco2)c1)c1ccco1	-1	0	1	0.2	-12	8	-10	-0.6	2
Cc1c(NC(=O)c2c([N+](=O)[O-])cnn2C)c(=O)n(-c2ccccc2)n1C	0	-5	7	-0.3	-8	0	-20	-0.1	-6
COc1cc(C(=S)N2CCOCC2)cc(Br)c1OS(=O)(=O)c1ccccc1	1	5	x	x	-2	-24	-5	0.4	0
COc1ccc(N2CCCC2)c(NC(=O)COc2ccccc2)c1	1	-3	-12	0.0	-12	6	-19	0.6	-13
Cc1ccc(Cn2nnc3c(=O)[nH]c(C4CCN(S(=O)(=O)c5cc(C)ccc5C)CC4)nc32)cc1	6	-9	-5	0.3	-12	-2	-2	0.1	-6
CCN(CC)C(=O)c1ccc(COc2ccccc2Br)o1	4	-6	-1	-2.0	2	-18	6	-0.1	2
Cc1ccc(NC(=O)Cc2cn3ccsc3n2)nc1	1	-2	6	0.9	-1	-2	-20	-0.3	3
Cc1oc2ncnc(N3CCOCC3)c2c1C(=O)N1CCN(c2cccc(C(F)(F)F)c2)CC1	0	2	6	-0.4	x	-11	0	-0.3	3
CC1C(c2ccccc2)=NNc2nc3c(c(=O)n(C)c(=O)n3C)n21 (centres undefined)	1	-5	5	-0.5	-8	-6	5	-0.2	-10
O=C(O)c1ccc(CSc2nnc(-c3ccncc3)n2-c2ccc(Cl)cc2)cc1	1	6	5	-1.3	-8	1	3	-0.8	-1
Cc1cccc(-n2c(O)cnc2Nc2nc(C)cc(C)n2)c1	-1	-3	2	-0.7	18	-4	-9	0.4	9
CCCc1cc(C(=O)NCc2ccc(OC)cc2)no1	3	-2	8	-0.7	-4	-8	3	-0.6	3
S=C(NCc1ccco1)N/N=C/c1ccncc1	4	-2	-3	-0.7	-3	6	-17	-1.0	-8
Cc1cc(C)nc(SCC(=O)Nn2cnnc2)n1	1	-4	11	0.4	0	-1	5	0.4	-4
Cc1ccc(C(=O)NC(=S)NCC(=O)c2ccccc2)cc1	1	0	16	-0.5	12	-12	-3	-0.3	4
Nn1c(SCC(=O)Nc2ccc(Oc3ccccc3)cc2)nnc1C1CC1	0	-8	-3	0.6	-8	3	7	-0.2	2
Cc1ccccc1CN1CCN(S(C)(=O)=O)CC1	0	0	7	0.2	-18	-4	-18	-0.1	0
CCn1cc(C(=O)NCCN(CC(C)C)CC(C)C)c(=O)c2cc(S(=O)(=O)N3CCOCC3)ccc21	0	-6	-3	0.0	28	-1	13	-0.2	-6
CN1C(=O)C2C(c3ccc(N(C)C)cc3)=NN(Cc3ccccc3)C2C1=O (centres undefined)	1	-3	0	1.1	-31	3	-10	0.1	5
CC1CCCCN1C(=O)c1ccc(COc2ccc([N+](=O)[O-])cc2)o1 (centres undefined)	15	-7	-9	-2.5	18	-36*	1	-1.1	16
C=CCn1c(=O)c2c(nc3n2CCCN3CCc2ccc(OC)c(OC)c2)n(C)c1=O	2	-7	23	-0.8	5	-9	2	-0.2	0
O=c1oc2ccc([N+](=O)[O-])cc2c(N2CCOCC2)c1[N+](=O)[O-]	3	9	7	0.0	-4	7	x	0.6	6
CCn1c(-c2ccoc2C)n[nH]c1=S	1	-3	3	0.2	18	10	-10	0.3	-3
Cc1ccc(C2/C(=C(\O)c3ccc4c(c3)OCCO4)C(=O)C(=O)N2CCCN(C)C)o1 (centres undefined)	2	6	-2	0.3	13	-18	x	-0.4	9
Cc1cc(C(=O)CSc2nc3ccccc3[nH]2)c(C)n1Cc1ccco1	12	-1	x	x	x	-26	x	0.9	-3
C/C(=N\NC(=S)NCc1ccccc1)c1ccc2ccccc2c1	0	-4	12	x	x	-1	-9	-0.3	-1
NNc1nnnc2c1sc1nc(N3CCOCC3)c3c(c12)CCCC3	0	-5	-8	0.5	0	-7	2	0.0	-1
O=S(=O)(CC(c1ccccc1)N1CCCCC1)c1ccc(Cl)cc1 (centres undefined)	1	0	6	-0.6	-10	4	-15	-0.2	0
